Assay outcomes deposited in PubChem BioAssay by National Center for Advancing Translational Sciences (NCATS).
HCV inhibitor – qHTS Assay for Inhibitors of Hepatitis C Virus (HCV). Potency, µM (doses to about 41.8 µM), inactives show top-dose activity change, negative = inhibition, hits mostly inhibitors. Huh7.5.1 HCVcc-Cre infection, luciferase reporter, 44 h. hit rate 3.4% among 340,000; further: potency means the concentration at half of the fitted maximal effect; on the % scale 0 is the no-effect control and ±100 the full control effect
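Whole-lifecycle infectious HCVcc-Cre system; cells 1,000/well, compound then virus (~0.5 moi) added 4 h after plating, 44 h culture. Luciferase read 15 sec following 15 min substrate incubation, room temp.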
Pf growth 96h – Primary qHTS for delayed death inhibitors of the malarial parasite plastid, 96 hour incubation; P. falciparum luciferase reporter growth, 96 h; hit rate 6.9% among 320,000; Potency, µM (titrated, usually from 28.7 µM), inactives show at the highest dose activity change, negative = inhibition, usual class: inhibitors; further: potency means the concentration at half of the fitted maximal effect; on the % scale 0 is the no-effect control and ±100 the full control effect
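Compounds incubated with erythrocytes infected by luciferase-expressing P. falciparum (2% hematocrit, 0.05% parasitemia final) for 96 hours, 37 C in 5% CO2. Growth inhibition scored as decreased luciferase luminescence.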
Pf growth 48h – Primary qHTS for delayed death inhibitors of the malarial parasite plastid, 48 hour incubation. P. falciparum luciferase growth in erythrocytes, 48 h. Potency, µM (series often up to 28.7 µM), inactives show top-dose activity change, negative = inhibition, most hits filed as inhibitors. hit rate 5.9% among 310,000. AID 504832, 2011; further: potency means the concentration at half of the fitted maximal effect; on the % scale 0 is the no-effect control and ±100 the full control effect
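Luminescence readout; reporter = integrated firefly luciferase in P. falciparum. RBC culture at 2% hematocrit, 0.1% parasitemia final, 37 C/5% CO2; decreased signal taken as growth inhibition.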
FBPA Giardia inh – qHTS Assay for Inhibitors of Fructose-1,6-bisphosphate Aldolase from Giardia Lamblia; A8B2U2; purified Giardia FBPA; Potency, µM (highest dose often 59.6 µM), without a hit: top-dose activity, negative = inhibition, actives largely listed as inhibitors; hit rate 0.71% among 290,000; further: potency means the concentration at half of the fitted maximal effect; on the % scale 0 is the no-effect control and ±100 the full control effect; nearly all actives have a fitted effect of over 55% in size
Target sequence (A8B2U2 whole entry, looked up): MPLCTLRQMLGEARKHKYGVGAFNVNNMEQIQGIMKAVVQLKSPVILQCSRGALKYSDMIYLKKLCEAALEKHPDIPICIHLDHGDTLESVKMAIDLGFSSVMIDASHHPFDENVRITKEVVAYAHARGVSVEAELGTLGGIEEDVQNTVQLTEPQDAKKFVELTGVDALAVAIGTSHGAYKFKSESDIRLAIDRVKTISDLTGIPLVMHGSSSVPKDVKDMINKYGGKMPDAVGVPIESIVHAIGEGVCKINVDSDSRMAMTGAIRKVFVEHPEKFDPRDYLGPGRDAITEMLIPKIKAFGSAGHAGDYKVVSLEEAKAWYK
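40 nM FBPA preincubated 10 min at RT with compound (up to 57.5 uM final), then substrate plus GAPDH/TPI/NAD/arsenate coupling and diaphorase/resazurin added. Fluorescence read after 20 min at RT, 525/598 nm.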
CHX counter – Cycloheximide Counterscreen for Small Molecule Inhibitors of Shiga Toxin. cell reporter, cycloheximide protein synthesis inhibition counterscreen. hit rate 12% among 300,000. max response, %; in the data active means max response mostly above about 13%, no sharp cut-off; inactive means mostly below about 14%; further: read at 38.3 µM for the half of the compounds with a filed dose; 0% is about no effect
Shiga inhibitor – A qHTS for Small Molecule Inhibitors of Shiga Toxin; Vero cells, Shiga toxin protein synthesis inhibition reporter; inhibition, % at 38.7 µM; hit rate 9.2% among 290,000; in the data active means inhibition mostly above about 28%, no sharp cut-off; inactive means mostly below about 43%; further: 0% is about no effect
* hit, by the source's call; ? = inconclusive; . = not tested or not shown; & = joins results of further samples; [ ] = remark or other dose. Unless noted, the call rests on the fitted dose curve; in most records, active means well fitted curve in the direction sought with a large enough effect; inconclusive means small, poorly fitted or top-dose-only effect, or another doubt; inactive means no such curve, though single readings can be large; an effect the other way counts as inactive or inconclusive.

item	SMILES	HCV inhibitor	Pf growth 96h	Pf growth 48h	FBPA Giardia inh	CHX counter	Shiga inhibitor
1	Cc1nc2ccccc2c(=O)n1/N=C/c1ccc(F)cc1	2%	?	30%	-1%	-1	-3
2	CC1CCCN(S(=O)(=O)c2ccc(NC(=O)C3CCN(C(=O)C(C)(C)C)CC3)cc2)C1 (stereo unspecified)	?	6.6µM*	5.2µM*	.	.	.
3	Cn1c(=O)c2c(nc(NCCOc3ccc(F)cc3)n2C)n(C)c1=O	-35%	-1%	31%	7%	-1	22
4	CS(=O)(=O)c1ccc(C(=O)CN2C(=O)NC3(CCCc4ccccc43)C2=O)cc1 (stereo unspecified)	1%	?	-11%	.	.	.
5	CC(C)c1ccc(-n2c(-c3ccccc3)c[n+]3c2CCc2ccccc2-3)cc1	?	0.83µM*	1µM*	9%	-1	-4
6	CCCCCc1ccc(-c2cn(CN3C(=O)c4ccccc4C3=O)nn2)cc1	-61%	-17%	43%[activator]	0%	2	-4
7	CCOC(=O)c1c(N2C(=O)CC(Sc3ccccc3C(=O)O)C2=O)sc(C)c1C (stereo unspecified)	3%	53%[activator]	2.3µM*	10%	-2	-7
8	CC(C)(C)OC(=O)NCCc1nnc(S(=O)(=O)Cc2ccc(Cl)cc2Cl)o1	?	8%	-13%	-3%	19*	-4
9	COc1cc(NC(=O)Cc2ccccc2)nc(OC)n1	1%	89%[activator]	.	3%	-1	31
10	COc1cc(C(=O)NCCC(=O)NC2CCCc3ccccc32)cc(OC)c1OC (stereo unspecified)	-4%	-14%	-1%	.	-7	-4
11	Fc1ccc(CN2CCSCC2)cc1Br	30%	?	13%	-22%	1	-12
12	Cc1ccc(-c2cc(C(F)(F)F)n3ncc(C(=O)N4CCCc5ccccc54)c3n2)cc1	2%	-13%	?	7%	14	-2
13	Cc1ccc(S(=O)(=O)Nc2c(O)c3ccccc3oc2=O)cc1	7%	-18%	9%	0%	6	-7
14	CN(C(=O)Oc1ccc([N+](=O)[O-])cc1)c1ccccc1	7%	?	-16%	3%	11	27
15	CCCCCCNC(=O)C(C(=O)OCC)C1CCCCC1 (stereo unspecified)	10%	7%[5.75 µM]	-8%	21%	1	4
16	CC(=O)Nc1nonc1NC(=O)c1ccc(F)cc1	8%	0%	.	5%	-3	-13
17	CCn1cc(CNC(=O)c2cc(COc3ccc(F)cc3F)on2)cn1	?	-3%	-2%	3%	11	40
18	CC#CCC(CC#CC)c1nc2ccccc2c(=O)n1N	3%	?	-7%	2%	-3	-1
19	COc1ccc(/C=C/C(=O)NCCN=C2NS(=O)(=O)c3ccccc32)cc1	4%	120%[activator]	0%	2%	-4	15
20	CCCOc1ccccc1N1C(=O)CC(N2CCOCC2)C1=O (stereo unspecified)	11%	14%	?	6%	3	4
21	O=C(Nc1cc(S(=O)(=O)N2CCOCC2)ccc1O)c1ccc2c(c1)S(=O)(=O)c1ccccc1C2=O	7%	-11%[5.75 µM]	-10%[5.75 µM]	3%	-3	-3
22	O=C(Cn1cncc1-c1ccc([N+](=O)[O-])cc1)Nc1cccc2ccccc12	8%	66%[activator]	6%	-24%	-2	-6
23	C/C(=N\NC(=S)NCCc1ccccc1)c1ccc(C#N)cc1	-6%	?	.	-20%	-2	-5
24	NC(=O)COc1cc2oc(=O)c3c(c2cc1Cl)CCCC3	?	?	3%	17%	-2	-5
25	COc1ccc(-c2sc(Nc3ccccc3)n[n+]2C)c(C)c1C	?	?	8%	3%	1	0
26	Cc1cccc(C(=O)NNS(=O)(=O)c2ccc(F)cc2)c1	-1%	4%	0%	-9%	-3	3
27	CC1CCCCN1C(=O)CSc1nnc2c(n1)[nH]c1ccc(F)cc12 (stereo unspecified)	3%	-5%	?	-12%	-2	-4
28	COc1ccc(N2C(=O)CC(Sc3nccc(C)n3)C2=O)cc1 (stereo unspecified)	4%	?	.	0%	0	-14
29	Cc1c(-c2cccc(Cl)c2)nc2ccccc2c1C(=O)NC1CC1	-9%	10µM*	-24%	.	-5	-3
30	COc1ccccc1NC(=O)Cn1nnc(C(=O)NCc2ccc3c(c2)OCO3)c1N	-24%	4%	-22%	12%	11	-4

Nos. 1–2, quoted:
item	SMILES	HCV inhibitor	Pf growth 96h	Pf growth 48h	FBPA Giardia inh	CHX counter	Shiga inhibitor
1	Cc1nc2ccccc2c(=O)n1/N=C/c1ccc(F)cc1	2%	?	30%	-1%	-1	-3
2	CC1CCCN(S(=O)(=O)c2ccc(NC(=O)C3CCN(C(=O)C(C)(C)C)CC3)cc2)C1 (stereo unspecified)	?	6.6µM*	5.2µM*	.	.	.

Next section:
item	SMILES	HCV inhibitor	Pf growth 96h	Pf growth 48h	FBPA Giardia inh	CHX counter	Shiga inhibitor
31	O=C1C2CC=CCC2C(=O)N1c1ccc(N2CCN(c3ccccn3)CC2)c([N+](=O)[O-])c1 (stereo unspecified)	1%	?	11%	0%	14	-8
32	Oc1c(C(Nc2cccc(C(F)(F)F)c2)c2cccnc2)ccc2cccnc12 (stereo unspecified)	11µM*	3.7µM*	9.3µM*	?	-2	-5
33	Cc1nnc2c3cnn(-c4ccc(Cl)cc4)c3ncn12	.	2%	96%[activator]	6%	27*	77*
34	Cc1nn(Cc2ccc(Cl)cc2)c(C)c1NC(=O)c1cc(-c2ccc3c(c2)OCO3)on1	32µM*	?	-16%	5%	-2	18
35	CC1(C)NC(=O)N(CC(=O)Nc2cc(C(F)(F)F)cc(C(F)(F)F)c2)C1=O	-1%	0%	46%[activator]	.	-2	11
36	COC(=O)[C@H](CCSC)NC(=O)Nc1ccc(C)cc1C	9%	6%	8%	2%	-2	-11
37	COc1ccc(Cl)cc1NS(=O)(=O)c1c(C)[nH]c(C)c1C(=O)N1CCCCC1	10%	8%	-10%	4%	-2	-16
38	CCOc1ccc(C(C)NC(=S)NC2CCCCC2)cc1OCC (stereo unspecified)	?	?	0.083µM*	-1%	-4	1
39	Cc1[nH]n(-c2ccccc2)c(=O)c1N=Nc1ccccc1C(=O)O	-11%	?	7%	6%	7	-5
40	CN1CCN(CCCCOc2cccc3ccccc23)CC1	10µM*	?	-24%	-19%	3	30
41	CCC1=[N+](CC(=O)c2ccc(C)cc2)CCn2cccc21	9%	-2%	?	-5%	24*	48
42	Cn1c(=O)c2cc3ccccc3nc2n(C)c1=O	-1%	21%	-2%	8%	2	-6
43	CNC(=O)NC(=O)C(C)Oc1ccccc1F (stereo unspecified)	-8%	55%[activator]	38%[activator]	7%	-1	14
44	COc1ccc(CNC(=O)CCS(=O)(=O)c2ccc3c(c2)NC(=O)C(C)S3)cc1 (stereo unspecified)	-5%	?	?	-10%	-5	2
45	O=C(NC(=S)Nc1cccc2cccnc12)c1ccccc1	17%	35%[activator]	27%	1%	-4	2
46	Cc1nn2c3ccccc3n(Cc3ccccc3)c2nc1=O	15%	?	16%	1%	3	-11
47	Cc1sc2ncnc(N3CCC(C(=O)Nc4nc(-c5ccc(F)cc5)cs4)CC3)c2c1C	?	?	?	.	.	.
48	CN(Cc1cc2ccccc2[nH]c1=O)C(=O)C1CCCCC1	2%	17%	11%	-2%	-6	-7
49	CCc1nc(CN2CCN(c3cc(C(F)(F)F)ccn3)CC2)c(C)[nH]1	?	5%	-6%	-17%	2	31
50	O=S1(=O)CCN(Cc2ccc(Cl)c(Cl)c2)CC1	-6%	27%	6%	1%	-2	22
51	O=C(CN1C(=O)NC(Cc2c[nH]c3ccccc23)C1=O)Nc1ccc(F)c(F)c1F (stereo unspecified)	?	?	?	.	.	.
52	COc1cccc(OC)c1OCCCN1CCC(Cc2ccccc2)CC1	11µM*	?	?	?	-2	7
53	O=S(=O)(NN1CCOCC1)c1cc(Cl)cc(Cl)c1O	9%	1.7µM*	-19%	-5%	-2	-3
54	O=C(NC(=S)N1CCN(c2ccc(F)cc2)CC1)C12CC3CC(CC(C3)C1)C2	1%	?	?	5%	-3	-26
55	CCOC(=O)N1CCN(C(=O)CSc2nc3c([nH]c4ccccc43)c(=O)n2C)CC1	16%&7%	5%	10%	-5%	5	-1
56	COc1ccccc1N1CCN(C(c2cccs2)C(C)NC(=O)c2ccncc2)CC1 (stereo unspecified)	-3%	?	?	-1%	-2	4
57	COCCNC(=O)CCC(=O)NNc1nc2ccccc2c2nc(C)nn12	20%	?	-8%	-8%	3	14
58	CN1CCN(CC(=O)Nc2cccc([N+](=O)[O-])c2)CC1	-2%	-26%	78%[activator]	3%	1	-13
59	Cc1occc1-c1nnc(SCC(=O)c2c[nH]c3ccccc23)n1C	-29%	85%[activator]	?	-4%	3	31
60	O=C(Nc1ccccn1)c1ccc(Cl)s1	4%	-29%	112%[activator]	4%	62*	100*
61	CC1CCC(NC(=O)c2cc(S(=O)(=O)N(C)C)ccc2N2CCCC2)CC1 (stereo unspecified)	11%	?	?	.	.	.
62	CC1CCN(C2CCN(S(=O)(=O)c3ccc(F)cc3)CC2)CC1	8%	77%[activator]	2%	-18%	-1	-10
63	COc1ccc(Cl)cc1C(=O)Nc1ccccc1N1CCN(C(=O)C(C)C)CC1	?	5.2µM*	5.9µM*	-8%	-8	-19
64	O=C(O)C1C2CCC(O2)C1C(=O)Nc1ccccc1Br (stereo unspecified)	14%	-28%	-4%	-2%	-1	-3

Of the compounds above, these have fluorine:
item	SMILES	HCV inhibitor	Pf growth 96h	Pf growth 48h	FBPA Giardia inh	CHX counter	Shiga inhibitor
1	Cc1nc2ccccc2c(=O)n1/N=C/c1ccc(F)cc1	2%	?	30%	-1%	-1	-3
3	Cn1c(=O)c2c(nc(NCCOc3ccc(F)cc3)n2C)n(C)c1=O	-35%	-1%	31%	7%	-1	22
11	Fc1ccc(CN2CCSCC2)cc1Br	30%	?	13%	-22%	1	-12
12	Cc1ccc(-c2cc(C(F)(F)F)n3ncc(C(=O)N4CCCc5ccccc54)c3n2)cc1	2%	-13%	?	7%	14	-2
16	CC(=O)Nc1nonc1NC(=O)c1ccc(F)cc1	8%	0%	.	5%	-3	-13
17	CCn1cc(CNC(=O)c2cc(COc3ccc(F)cc3F)on2)cn1	?	-3%	-2%	3%	11	40
26	Cc1cccc(C(=O)NNS(=O)(=O)c2ccc(F)cc2)c1	-1%	4%	0%	-9%	-3	3
27	CC1CCCCN1C(=O)CSc1nnc2c(n1)[nH]c1ccc(F)cc12 (stereo unspecified)	3%	-5%	?	-12%	-2	-4
32	Oc1c(C(Nc2cccc(C(F)(F)F)c2)c2cccnc2)ccc2cccnc12 (stereo unspecified)	11µM*	3.7µM*	9.3µM*	?	-2	-5
35	CC1(C)NC(=O)N(CC(=O)Nc2cc(C(F)(F)F)cc(C(F)(F)F)c2)C1=O	-1%	0%	46%[activator]	.	-2	11
43	CNC(=O)NC(=O)C(C)Oc1ccccc1F (stereo unspecified)	-8%	55%[activator]	38%[activator]	7%	-1	14
47	Cc1sc2ncnc(N3CCC(C(=O)Nc4nc(-c5ccc(F)cc5)cs4)CC3)c2c1C	?	?	?	.	.	.
49	CCc1nc(CN2CCN(c3cc(C(F)(F)F)ccn3)CC2)c(C)[nH]1	?	5%	-6%	-17%	2	31
51	O=C(CN1C(=O)NC(Cc2c[nH]c3ccccc23)C1=O)Nc1ccc(F)c(F)c1F (stereo unspecified)	?	?	?	.	.	.
54	O=C(NC(=S)N1CCN(c2ccc(F)cc2)CC1)C12CC3CC(CC(C3)C1)C2	1%	?	?	5%	-3	-26
62	CC1CCN(C2CCN(S(=O)(=O)c3ccc(F)cc3)CC2)CC1	8%	77%[activator]	2%	-18%	-1	-10
